# RGS7-Gao reg: RGS7-Galphao binding modulators, primary screen, biochemical, multiplexed bead flow cytometry; actives lie on both sides; binding response (% of control), % at 10 µM; 0.35% of 220,000 active; in the data active means binding response below about 49% or above about 150%; inconclusive means no clear call, values can overlap the other calls; inactive means in between;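 further: fluorescent Galphao held in activated GDP-AlF4 state binding bead-coupled RGS7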
# Target sequence (P09471 whole entry, looked up): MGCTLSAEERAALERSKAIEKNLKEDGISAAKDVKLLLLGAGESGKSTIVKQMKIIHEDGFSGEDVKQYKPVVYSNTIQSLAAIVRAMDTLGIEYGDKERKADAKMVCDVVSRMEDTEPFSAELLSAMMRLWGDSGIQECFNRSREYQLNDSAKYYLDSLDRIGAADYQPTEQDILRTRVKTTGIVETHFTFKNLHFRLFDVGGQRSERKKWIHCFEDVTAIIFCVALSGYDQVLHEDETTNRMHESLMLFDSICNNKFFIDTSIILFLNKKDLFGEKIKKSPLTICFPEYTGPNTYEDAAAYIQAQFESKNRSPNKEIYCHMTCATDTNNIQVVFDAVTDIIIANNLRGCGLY
# RGS8-Gao reg: RGS8-Galphao binding modulators, primary screen, biochemical, multiplexed bead flow cytometry. AID 1423, 2008. actives lie on both sides. Guanine nucleotide-binding protein G(o) subunit alpha (Homo sapiens), P09471. response (percent of control binding), % at 10 µM. 0.34% of 220,000 active; in the data active means response below about 60% or above about 140%; inactive means in between;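 further: Galphao activated as the GDP aluminium fluoride complex binding bead-coupled RGS8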
# Bcl-B Bim block: inhibitors of Bim-Bcl-B binding, primary screen, biochemical, multiplexed, human Bcl-2 family. bead-based flow cytometry, Bim peptide-Bcl-B binding. inhibition, % at 10 µM. 0.073% of 190,000 active. AID 951, 2007;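 further: 0% = tracer peptide without compound and 100% = reference inhibitor peptide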
# Target sequence (Q9HD36 whole entry, looked up): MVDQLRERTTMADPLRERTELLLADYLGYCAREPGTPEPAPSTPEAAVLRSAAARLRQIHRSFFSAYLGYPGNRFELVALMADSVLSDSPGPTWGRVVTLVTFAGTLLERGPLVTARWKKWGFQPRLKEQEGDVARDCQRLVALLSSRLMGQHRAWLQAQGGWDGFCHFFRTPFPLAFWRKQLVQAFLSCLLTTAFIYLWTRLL
# ABCB1 block: ABCB1 efflux pump inhibitors, primary screen, cell-based, multiplex, flow cytometry, ABCG2 counter-screen. 0.067% of 190,000 active. CCRF-Adr cells, JC-1 efflux. inhibition, % at 6.6 µM. ATP-dependent translocase ABCB1 (Homo sapiens), P08183; in the data active means inhibition above about 40%;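 further: 0% = vehicle and 100% = reference inhibitor; higher value means more JC-1 retained so stronger ABCB1 efflux block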
# Bcl-W Bim block: inhibitors of Bim binding to Bcl-W, primary screen, biochemical, multiplexed, bead-based flow cytometry. Bcl-2-like protein 2 (Homo sapiens), Q92843. Bim peptide-Bcl-W binding. inhibition, % at 10 µM. 0.02% of 190,000 active. AID 952, 2007;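 further: 0% = bound tracer without compound and 100% = peptide blocker; higher means less fluorescent Bim peptide bound to Bcl-W beads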
# Target sequence (Q92843 whole entry, looked up): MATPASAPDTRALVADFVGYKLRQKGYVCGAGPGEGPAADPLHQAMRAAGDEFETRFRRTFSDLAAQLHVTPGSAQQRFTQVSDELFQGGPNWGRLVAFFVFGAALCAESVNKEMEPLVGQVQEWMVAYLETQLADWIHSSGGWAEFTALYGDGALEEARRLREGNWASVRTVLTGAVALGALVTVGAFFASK
# GSH bead fluor: compound fluorescence on glutathione beads, profiling panel, artefact control, biophysical, 488/530 nm, flow cytometry; GSH beads flow cytometry, compound fluorescence 488/530 nm; stronger effect = higher value; fluorescence (KMESF) at 10 µM; 0.25% of 190,000 active; AID 1776, 2009; in the data active means fluorescence above about 89;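 further: glutathione beads carrying GST-tagged Bcl family fusion proteins plus one bare bead set; values are compound well signal with DMSO vehicle wells as background; inactives centre near 16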
# ABCG2 block: ABCG2 efflux pump inhibitors, primary screen, multiplex with ABCB1, IgMXP3 cells, flow cytometry. Broad substrate specificity ATP-binding cassette transporter ABCG2 (Homo sapiens), Q9UNQ0. JC-1 efflux. inhibition, % at 6.6 µM. 0.1% of 190,000 active. AID 1325, 2008;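 active means inhibition above 80%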;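 further: 0% = DMSO and 100% = nicardipine control wells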
#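 Test system: IgMXP3 cells (ABCG2) mixed with DDAO far-red-labelled CCRF-Adr cells (ABCB1). Reagent: JC-1 transporter substrate. Compound dosing: single test compound dose, 6.6 µM final. Times: 10 min compound exposure, 25 °C. Detection: flow cytometry of retained JC-1 fluorescence. Read-out basis: efflux inhibition in percent versus controls. Controls: nicardipine and DMSO wells.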
# Bim-Bcl-2: inhibitors of Bim-Bcl-2 binding, primary screen, biochemical, multiplexed, human Bcl-2 family; inhibition, % at 10 µM; 0.06% of 190,000 active; Bead-based flow cytometry, Bim peptide-Bcl-2 binding; in the data active means inhibition above about 40%; inconclusive means no clear call, values can overlap the other calls;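 further: 0% = no compound wells with probe peptide and 100% = reference peptide inhibitor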
# RGS4-Gao reg: modulators of RGS4 binding to Galphao, primary screen, biochemical, multiplexed bead flow cytometry; binding response (% of control), % at 10 µM; actives lie on both sides; 0.33% of 220,000 active; AID 1415, 2008; in the data active means binding response below about 49% or above about 150%; inactive means in between;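 further: fluorescent Galphao activated with aluminum fluoride binding bead-coupled RGS4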
# Bfl-1 Bim block: inhibitors of Bim binding to Bfl-1, primary screen, biochemical, multiplexed, bead-based flow cytometry | Bim-Bfl-1 binding inhibition | Bcl-2-related protein A1 (Homo sapiens), Q16548 | inhibition, % at 10 µM | 0.12% of 190,000 active;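 further: 0% = wells without compound plus tracer and 100% = blocker peptide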
# Bim-Bcl-XL: inhibitors of Bim-Bcl-XL binding, primary screen, biochemical, multiplexed, bead flow cytometry, human Bcl-XL; inhibition, % at 10 µM; Bim peptide-Bcl-XL binding, fluorescence; 0.04% of 190,000 active
# Target sequence (Q07817 whole entry, looked up): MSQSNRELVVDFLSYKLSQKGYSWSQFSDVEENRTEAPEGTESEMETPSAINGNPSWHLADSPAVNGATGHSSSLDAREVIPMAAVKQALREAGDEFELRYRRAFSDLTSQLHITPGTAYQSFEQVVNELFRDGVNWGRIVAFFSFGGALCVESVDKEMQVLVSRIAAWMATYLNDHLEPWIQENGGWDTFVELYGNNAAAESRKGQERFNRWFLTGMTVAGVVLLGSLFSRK
# * hit, by the source's call; ? = inconclusive. Unless noted, no stated cut-off is given here; in the data, active means inhibition above about 40%.
# The line under a structure holds: RGS7-Gao reg	RGS8-Gao reg	Bcl-B Bim block	ABCB1 block	Bcl-W Bim block	GSH bead fluor	ABCG2 block	Bim-Bcl-2	RGS4-Gao reg	Bfl-1 Bim block	Bim-Bcl-XL
> Cc1cccc(NC(=O)c2ccc(COc3ccc4ccccc4c3)o2)n1
  98	101	-2	2.6	1	10	31	-1	102	-1	1
> CCOc1ccc(NC(=O)CN(c2cccc(C(F)(F)F)c2)S(C)(=O)=O)cc1
  101	100	-7	0.6	0	26	5	-12	99	-16	5
> Cc1c(NC(=S)NC(C)(C)C)c(=O)n(-c2ccccc2)n1C
  104	103	-2	0.1	0	71	0	0	106	0	-2
> Cc1c(C(N)=O)sc(N)c1C(=O)OC(C)C
  98	96	-1	0.1	0	16	2	-1	95	-2	-5
> O=C(C(F)C(F)(F)F)N1CCN(c2ccccc2)CC1 (configuration not stated)
  102	102	-5	-0.1	-5	23	25	-6	102	0	-3
> COC(=O)c1nn(-c2ccccc2)c(=O)cc1O
  102	102	-4	0.1	-2	11	1	-4	103	-4	-6
> c1ccc(-c2nnc(CSc3nncs3)o2)cc1
  101	100	0	-0.1	0	5	-1	-2	103	-3	-2
> CCOC(=O)C1CCN(C(=O)CCS(=O)(=O)c2ccc3c(c2)CCN3C(=O)CC)CC1
  102	98	-2	0.3	-2	14	2	-2	93	-3	-1
> O=c1[nH][nH]c(=O)c2cc(N3CCCC3)ccc12
  97	101	0	0.0	0	20	0	1	102	-1	0
> COc1ccc(CNC(=O)COC(=O)/C=C/c2cccs2)cc1
  96	99	-2	14	-1	27	25	0	96	0	-4
> CS(=O)Cc1cc(Oc2ccccc2)nc(-c2ccncc2)n1 (configuration not stated)
  97	99	0	0.0	4	10	7	-3	96	-3	1
> O=C(CC(Cc1ccccc1)c1ccco1)NC1CCCCC1 (configuration not stated)
  102	103	-4	0.7	-3	26	5	-4	100	-5	-4
> CCOC(=O)c1c(C)nc(C(Cl)(Cl)Cl)nc1N
  97	101	0	-1.8	4	10	-7	-2	96	-2	2
> Cc1ccc(SCC(=O)NC(=O)Nc2ccc3c(c2)OCCO3)cc1C
  103	101	-6	0.6	-3	6	5	-5	100	-2	-3
> CCn1c(=Nc2ccc(N3CCOCC3)cc2)ccc2ccccc21
  99	105	-7	0.3	0	32	2	-5	103	-9	-4
> CNc1nc(Oc2ccc(=O)n(C)n2)nc(N2CCOCC2)n1
  102	99	-7	-0.7	-2	35	0	-7	100	-18	-7
> O=C(/C=C/c1cccs1)NC(=S)NNC(=O)Cc1cccs1
  103	102	-24	-0.8	-7	19	0	18	103	-1	-6
> CCc1ccc(Sc2cc(C(=O)NCCN3CCOCC3)c3ccccc3n2)cc1
  88	96	-7	-1.2	-6	17	-7	-1	88	-5	-8
> COc1ccccc1N(C)S(=O)(=O)c1ccc(C(=O)OCC(=O)Nc2ccccc2F)cc1
  94	93	-5	5.2	-1	12	36	0	94	3	-2
> Fc1ccccc1N=C1Nc2cccc3cccc1c23
  99	101	-4	0.8	-2	11	3	-4	98	-9	-1
> CN(CCOc1ccccc1)CC(=O)Nc1cccc(Br)c1
  98	102	-6	0.4	-12	18	3	-6	100	-7	-9
> COc1ccccc1NC(=S)N1CCN(C(c2ccccc2)c2ccccc2)CC1
  98	100	-4	1.0	1	24	8	2	97	-3	3
> CCOC(=O)C(C)Oc1cccc2c(=O)n(CC(=O)N3CCCc4ccccc43)ccc12 (configuration not stated)
  105	96	1	2.3	2	17	3	1	99	-1	3
> Cc1ccc(-n2ncc3c(NCc4cccnc4)ncnc32)c(C)c1
  101	103	-5	1.2	-2	23	3	-3	100	-3	-3
> Cn1c(SCC(=O)N2CCCCC2)nc2c([nH]c3ccccc32)c1=O
  92	98	-6	1.1	0	17	2	-5	98	-8	-1
> CCN(CC)S(=O)(=O)c1cccc(C(=O)Nc2ccccc2)c1
  98	98	-7	-0.8	-1	29	6	-10	101	-13	-9
> COC(=O)c1sc2ncccc2c1OCc1ccc(Cl)cc1
  98	103	-2	1.3	0	24	33	-3	101	-3	-3
> Cc1cc(CNC(=O)Cn2cc([N+](=O)[O-])cn2)c2ccccc2n1
  105	102	-2	0.5	0	13	1	-2	101	-3	0
> Cc1ccc(C)c(-n2c(CNC(=O)c3ccco3)nnc2SCC(=O)Nc2nccs2)c1
  99	98	0	0.8	-1	17	4	-3	103	-2	0
> O=C(NCc1ccc(F)cc1)c1noc2c1CCCC2
  97	101	-4	-0.1	0	24	-1	-7	98	-8	-4
> CCOC(=O)c1c(C)[nH]c(C2=NNC(=NC(C)COC)SC2)c1C (configuration not stated)
  84	79	-1	0.2	-2	12	5	-1	92	4	-2
> O=C(NC(Nc1nc2ccccc2s1)(C(F)(F)F)C(F)(F)F)c1ccccc1
  101	100	-4	0.2	2	14	4	5	102	4	0
> N#C/C(=C\C1=C(N2CCOCC2)C(=C\c2ccccc2)/CC1)C(=O)Nc1ccccc1F
  95	83	-7	22	-4	21	28	-6	97	-4	-3
> COc1ccccc1/C=C/C(=O)N1CCC(c2ccccc2)C1 (configuration not stated)
  100	103	-5	0.6	-3	13	4	-3	103	-13	-3
> Cc1cccc(NS(=O)(=O)c2cc(C(=O)N3CCN(C)CC3)ccc2C)c1
  97	100	-1	0.2	-2	19	2	-4	100	-3	-3
> COc1ccccc1-c1cc(N)n[nH]1
  103	104	-10	-0.1	0	35	-1	-5	102	-14	-6
> COc1ccccc1C1C(C(C)=O)=C(C)N=c2s/c(=C\c3cc(OC)c(OC)c(OC)c3)c(=O)n21 (configuration not stated)
  102	101	-24	2.3	0	20	5	7	98	2	1
> O=CN(Cc1ccco1)C1(C(=O)NC2CCCCC2)CCCCC1
  101	99	-7	1.5	-2	20	9	-7	98	-18	-10
> Cc1cccnc1NC(N)=S
  ?	95	-36	0.8	-7	13	23	-6	98	2	-2
> CCc1cc(C(=O)NNC(=S)Nc2cccc(C)c2)cs1
  105	104	-27	0.2	0	19	0	20	102	6	5
> COc1ccc(-n2c(CCc3ccccc3)nnc2SCC(=O)c2ccccc2)cc1
  107	104	-7	2.8	1	23	5	0	104	1	1
> O=C(CSc1nnc(Cc2ccccc2)o1)NCc1ccco1
  99	101	-7	0.1	-4	26	-2	-6	103	-15	-8
> Clc1cccc(NCc2ccccc2)n1
  102	103	2	0.3	-1	11	10	1	105	3	-1
> Cc1nc2ccccc2c(=O)n1CCCO
  98	100	-5	0.5	0	15	1	-6	97	-3	-6
> COc1ccccc1CNC(=O)c1ccc(NS(C)(=O)=O)cc1
  96	101	-6	2.4	0	15	20	-7	99	-10	-9
> CCOC(=O)c1cccc(NS(=O)(=O)c2ccc(NC(C)=O)cc2)c1
  99	101	-8	0.1	-2	35	-1	-7	97	-14	-6
> COc1ccc(C)cc1NC(=O)C1COc2ccccc2O1 (configuration not stated)
  104	101	-6	0.4	-2	9	2	-3	100	-7	-5
> COc1ccc([N+](=O)[O-])cc1N(CC1CO1)S(=O)(=O)c1ccc(C)cc1 (configuration not stated)
  108	103	-3	1.4	0	13	7	-7	102	-8	-2
> Cc1cc2cccc(C)c2nc1SCC(=O)NNC(=O)c1ccco1
  99	100	-7	0.4	-1	15	4	-4	98	-6	0
> CCCC(=O)c1c(C)c2ccccc2n1C
  102	103	-4	-0.1	9	22	2	-3	106	-2	1
> CC(C)Oc1cc(NC(=O)CSCC(=O)Nc2cccc(C(F)(F)F)c2)c(Cl)cc1Cl
  102	101	-2	0.1	-2	12	1	-4	102	0	-4
> CCCOc1ccc(C2c3c(oc4cc(C)c(C)cc4c3=O)C(=O)N2CCCN2CCOCC2)cc1 (configuration not stated)
  100	100	-6	7.4	14	21	6	-6	103	-5	-4
> NC(=NCCc1c[nH]c2ccccc12)NS(=O)(=O)c1ccc2ccccc2c1
  103	101	-11	-0.1	-4	10	3	-12	102	-10	-10
> COc1ccccc1Nc1nc(-c2sc(NC(=O)c3ccc([N+](=O)[O-])cc3)nc2C)cs1
  106	101	-4	-1.5	1	9	-5	2	100	1	-1
> CCCn1c(C)cc(C(=O)CSc2nc3nc(C)cc(C)n3n2)c1C
  99	104	-4	0.6	-4	9	2	-6	97	-2	-2
> CC(C)Cn1c(N)c(S(=O)(=O)c2cccs2)c2nc3ccccc3nc21
  97	99	0	2.2	0	16	6	-2	96	0	-2
> CC1(C(=O)Nc2cccc(S(=O)(=O)N3CCOCC3)c2)Cc2ccccc2C(=O)O1 (configuration not stated)
  103	98	0	0.2	-1	12	5	0	100	-1	0
> CC(CN(C)Cc1ccccc1)OC(=O)c1cccs1 (configuration not stated)
  104	104	-8	1.7	0	22	21	-10	100	-20	-9
> CCN1CCN(CCCCOc2ccccc2F)CC1
  103	101	-15	0.6	-7	27	10	-16	103	-25	-14
> CN(C(=O)c1cccs1)c1ccc(OCC(=O)N2CCC(C(N)=O)CC2)cc1
  ?	102	-1	-0.2	0	13	0	-3	102	-2	-3

# Ordered by count of non-hydrogen atoms (rising): some entries from above.
# The line under a structure holds: RGS7-Gao reg	RGS8-Gao reg	Bcl-B Bim block	ABCB1 block	Bcl-W Bim block	GSH bead fluor	ABCG2 block	Bim-Bcl-2	RGS4-Gao reg	Bfl-1 Bim block	Bim-Bcl-XL
> COc1ccc(C)cc1NC(=O)C1COc2ccccc2O1 (configuration not stated)
  104	101	-6	0.4	-2	9	2	-3	100	-7	-5
> CCOC(=O)c1cccc(NS(=O)(=O)c2ccc(NC(C)=O)cc2)c1
  99	101	-8	0.1	-2	35	-1	-7	97	-14	-6
> COc1ccccc1Nc1nc(-c2sc(NC(=O)c3ccc([N+](=O)[O-])cc3)nc2C)cs1
  106	101	-4	-1.5	1	9	-5	2	100	1	-1

# Further results follow.
# The line under a structure holds: RGS7-Gao reg	RGS8-Gao reg	Bcl-B Bim block	ABCB1 block	Bcl-W Bim block	GSH bead fluor	ABCG2 block	Bim-Bcl-2	RGS4-Gao reg	Bfl-1 Bim block	Bim-Bcl-XL
> CC(=O)N1CCN(Cc2ccc(Br)s2)CC1
  103	101	0	1.0	-1	19	3	-3	102	0	-1
> CC(C)CC(NC(=O)C1CCC(C)CC1)C(=O)NCc1cccnc1 (configuration not stated)
  97	91	1	-0.3	-3	55	-1	0	84	0	-4
> S=C(c1ccc(Cl)cc1)N1CCN(Cc2ccccc2)CC1
  79	104	-4	0.7	0	15	-1	-4	97	-2	0
> CCN1CCN(Cc2oc(CO)cc(=O)c2O)CC1
  97	98	-4	0.3	0	4	2	-6	97	-8	-5
> COc1ccc(N2CCN(C(=O)Cc3ccc(S(=O)(=O)N4CCOCC4)s3)CC2)cc1
  98	102	-2	-0.1	1	9	0	-2	99	-6	-2
> Cc1cc(C)n(CCC(=O)N/N=C/c2ccc(O)cc2)n1
  100	97	-4	-0.2	0	11	21	-2	101	-4	-4

# Screens from PubChem.

# Not a hit list; overall some 1.1% were active at least once.
